ASAP1 GAP inh: inhibitors of human ASAP1 ArfGAP activity, primary screen, biochemical, fluorescence polarization | AID 624377, 2012 | Arf-GAP with SH3 domain, ANK repeat and PH domain-containing protein 1 (Homo sapiens), … | 360,000 compounds, 0.19% hits | ASAP1-stimulated ARF1 GTP hydrolysis, GDP FP detection | inhibition, % at 16.5 µM; in the data active means inhibition above about 25%;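 further: 0% = vehicle with enzyme and substrate and 100% = no enzyme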
ADAM10 inh: human ADAM10 inhibitors, primary screen, biochemical, QFRET, HTS. Disintegrin and metalloproteinase domain-containing protein 10 (Homo sapiens), O14672. AID 720582, 2013. recombinant ADAM10, EDANS/DABCYL FRET peptide cleavage, 3 h. 370,000 compounds, 0.62% hits. inhibition, % at 7 µM;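 active means inhibition above a per-campaign cutoff equal to the mean of compounds falling between control-based bounds plus 3 SD, cut at about 20% in these data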;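 further: 0% = DMSO wells while the 100% control is not disclosed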
Target sequence (O14672 214-748 limits assumed): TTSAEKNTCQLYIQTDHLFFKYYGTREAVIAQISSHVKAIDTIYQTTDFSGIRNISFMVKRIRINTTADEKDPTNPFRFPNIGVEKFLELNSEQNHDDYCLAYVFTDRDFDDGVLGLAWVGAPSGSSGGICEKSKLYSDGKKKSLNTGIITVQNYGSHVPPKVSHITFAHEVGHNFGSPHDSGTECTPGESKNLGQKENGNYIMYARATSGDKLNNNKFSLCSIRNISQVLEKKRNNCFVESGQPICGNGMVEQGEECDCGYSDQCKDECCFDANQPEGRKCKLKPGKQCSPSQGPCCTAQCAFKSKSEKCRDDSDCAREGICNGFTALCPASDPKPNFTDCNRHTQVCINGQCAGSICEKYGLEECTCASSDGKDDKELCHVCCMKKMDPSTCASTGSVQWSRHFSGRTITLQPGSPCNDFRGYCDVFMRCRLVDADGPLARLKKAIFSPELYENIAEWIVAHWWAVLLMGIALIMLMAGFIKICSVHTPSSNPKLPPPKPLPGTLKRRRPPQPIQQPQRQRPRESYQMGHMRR
ARFGAP1 inhibitor: inhibitors of rat ARFGAP1 GAP activity, primary screen, biochemical, fluorescence polarization, GDP tracer; AID 651572, 2012; 360,000 compounds, 0.26% hits; Arfgap1-stimulated ARF1 GTP hydrolysis, GDP FP detection; inhibition, % at 16.5 µM; ADP-ribosylation factor GTPase-activating protein 1 (Rattus norvegicus), Q62848;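 active means inhibition above a per-plate limit, mean inhibition of low control wells plus 3 SD, cut at about 25% in these data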;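 further: 0% = DMSO wells with enzyme and 100% = wells lacking Arfgap1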
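Assay system: Rat Arfgap1 GAP domain (His6, aa 1-136), purified enzyme | Buffer or medium: HEPES 25 mM pH 7.5, NaCl 150 mM, MgCl2, DTT | Schedule: GTP hydrolysis reaction 2 h at 25 °C | Signal: FP of antibody-bound GDP Alexa 633 tracer, ex 620/em 688 nm | Measure: Percent inhibition of Arfgap1-stimulated GTP hydrolysis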
DDE Tn7 FP inh: inhibitors of Tn7 peptide binding to fibrin DD(E), primary screen, biochemical, fluorescence polarization, human fibrin, Tn7 probe; FP displacement of FITC-Tn7 peptide from fibrin DD(E); 0% = median of compound wells per plate; inhibition, % at 8.3 µM; 370,000 compounds, 0.13% hits; AID 720508, 2013;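 active means inhibition above the mean of compounds falling within the control limits plus 3 SD of them, cut at about 14% in these data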;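 further: 0% = plate median of compound wells and 100% = 10 µM Aha-Tn7 peptide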
Target sequence (P02675 whole entry, looked up): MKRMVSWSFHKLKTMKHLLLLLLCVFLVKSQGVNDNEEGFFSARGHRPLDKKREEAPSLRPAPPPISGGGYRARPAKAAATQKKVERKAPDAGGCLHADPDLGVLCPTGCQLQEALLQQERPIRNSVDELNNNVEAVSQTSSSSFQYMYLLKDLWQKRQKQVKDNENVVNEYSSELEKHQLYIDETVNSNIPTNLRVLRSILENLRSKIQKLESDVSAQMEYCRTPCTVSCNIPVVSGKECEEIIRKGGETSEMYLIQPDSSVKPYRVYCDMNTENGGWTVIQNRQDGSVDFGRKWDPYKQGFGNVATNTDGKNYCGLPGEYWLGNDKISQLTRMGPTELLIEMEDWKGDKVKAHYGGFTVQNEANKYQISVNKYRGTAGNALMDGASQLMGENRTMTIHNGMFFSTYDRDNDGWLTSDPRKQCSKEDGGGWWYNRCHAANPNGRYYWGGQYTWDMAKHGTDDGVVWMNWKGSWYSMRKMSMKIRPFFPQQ
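system = human fibrin DD(E) protein | quantity = DD(E) 2 µM final | medium = Tris/NaCl/CaCl2 buffer, pH 7.8 | also added = labelled Tn7 tracer, 0.1 µM | compound dosing = single point at 8.3 µM | timing = compound with protein 10 min, then 3 h after probe, room temperature | signal = FP measurement | benchmarks = Aha-Tn7 high control | repeats = one replicate per compound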
ADAM17 inh: ADAM17 inhibitors, primary screen, biochemical, QFRET; Disintegrin and metalloproteinase domain-containing protein 17 (Homo sapiens), P78536; AID 720648, 2013; 370,000 compounds, 0.83% hits; recombinant ADAM17, EDANS/DABCYL FRET peptide cleavage; inhibition, % at 6.95 µM;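 active means inhibition above the mean of compounds lying between control limits plus 3 SD, set per campaign, cut at about 8.5% in these data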;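 further: 0% = DMSO-only wells as the low control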
TDP2 inh: human TDP2 enzyme inhibitors, primary screen, biochemical, epi absorbance, recombinant enzyme; Tyrosyl-DNA phosphodiesterase 2 (Homo sapiens), O95551; T5PNP hydrolysis, p-nitrophenol absorbance 415 nm; inhibition, % at 12.8 µM; 370,000 compounds, 0.34% hits; AID 720702, 2013;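 active means inhibition above the mean of all tested compounds plus 3 SD, set per campaign, cut at about 25% in these data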;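 further: 0% = DMSO with enzyme and 100% = buffer with substrate but no TDP2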
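System: recombinant human TDP2 / Amount: 120 nM TDP2 per well / Also added: 5 mM T5PNP chromogenic substrate / Doses: 12.8 µM single point, 1% DMSO / Incubation: 2 h at 37 °C / Detection: p-Nitrophenol epi absorbance / Evaluation: % inhibition relative to enzyme-containing and enzyme-free wells / Repeats: singlicate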
PLCg1 inh: PLC-gamma1 enzyme inhibitors, primary screen, biochemical, fluorescence, purified enzyme; fluorogenic substrate; inhibition, % at 12.2 µM; 370,000 compounds, 0.84% hits; in the data active means inhibition above about 9.5%
LEDGF integ inh: blockers of LEDGF/p75-dependent integrase strand transfer – biochemical, TR-FRET, high throughput, primary screen; AID 743269, 2014; inhibition, % at 3.7 µM; HIV-1 integrase (with human LEDGF/p75); TR-FRET IN-LEDGF/p75 DNA integration, Eu/Cy5; 370,000 compounds, 0.64% hits;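 active means inhibition above the screen-wide mean plus 3 SD, cut at about 13% in these data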;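 further: signal is the Cy5 over europium emission ratio at 671 and 618 nm; 0% = plate median of compound wells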
KLK7 zymogen act: proKLK7 zymogen activators, primary screen, biochemical, fluorescence intensity | Kallikrein-7 (Homo sapiens), P49862 | purified proKLK7, EDANS-DABCYL substrate fluorescence; 100% is mature enzyme control, 0% vehicle | activation, % at 7 µM | 370,000 compounds, 0.9% hits;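 active means activation above the mean of all tested compounds plus 3 SD, computed per campaign excluding outliers beyond control limits, cut at about 13% in these data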
Tn6 DDE FP: inhibitors of Tn6 peptide binding to fibrin DD(E), primary screen, biochemical, fluorescence polarization, human fibrin, Tn6 probe; Fibrinogen beta chain (Homo sapiens), P02675; Fibrin DD(E) TRITC-Tn6 fluorescence polarization displacement; inhibition, % at 8.3 µM; 370,000 compounds, 0.21% hits; AID 720509, 2013;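 active means inhibition above a per-campaign cutoff: mean of compounds within control limits plus 3 SD, cut at about 15% in these data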;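 further: 0% = median of all compound wells on the plate and 100% = blocking peptide control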
Active calls of the source: *; i = inactive. Random draw from the library. About 4.2% of those tested had a hit in this group.

item	SMILES	ASAP1 GAP inh	ADAM10 inh	ARFGAP1 inhibitor	DDE Tn7 FP inh	ADAM17 inh
1	CC[C@@]1(C(=O)OC)N[C@H](CN(C)C(=O)Nc2ccc(C(F)(F)F)cc2)[C@@H]2C(=O)N(Cc3ccccc3)C(=O)[C@@H]21	19	3	-3	-5	4
2	CCOC(=O)CCc1n[nH]c(=O)[nH]c1=O	-1	0	10	-6	-2
3	COc1ccc(OCc2n[nH]c(=S)n2-c2ccc(C)cc2)cc1	6	10	-4	5	0
4	Cc1ccc(-c2cc(C(=O)N3CC(C)CC(C)C3)c3ccccc3n2)o1 (stereo not drawn)	-17	-200	11	0	-68
5	COCc1nnc(NC(=O)CCc2ccc(OC)cc2)s1	-14	3	0	2	-1
6	O=C(Nc1ccnn1C1CCN(C2CCCC2)CC1)c1ccccc1	-2	9	2	-1	4
7	CCCCC(CC)C(=O)Nc1ccc(C#N)cc1 (stereo not drawn)	-4	1	3	3	-1
8	COC(=O)C1C2OC(C(Br)C2Br)C1C(=O)OC (stereo not drawn)	9	2	11	-1	1
9	CCOC(=O)c1ncccc1NC(=O)CC(=O)Nc1cccnc1C(=O)OCC	-5	-229	4	3	-96
10	COC(=O)C1=C(C)N(Cc2ccccc2C(F)(F)F)C(=NCc2ccccc2C(F)(F)F)NC1c1ccc(C(F)(F)F)cc1 (stereo not drawn)	-4	-8	-3	4	-2
11	COCCN1C(=O)C(O)=C(C(=O)c2ccco2)C1c1cccc(Oc2ccccc2)c1 (stereo not drawn)	3	9	2	8	-2
12	S=C(NCCOCCOCCNC(=S)Nc1ccccc1)Nc1ccccc1	-5	-9	11	-2	-3
13	COc1cc(C(=O)NCCc2ccc3c(c2)OCO3)cc(OC)c1OC	-14	3	4	-1	-1
14	COC(=O)C1CCN(S(=O)(=O)c2cn(C)c(=O)n(C)c2=O)CC1	6	-7	-6	2	-4
15	COc1cnc(N(C)C)nc1Sc1ccc(Cl)cc1	0	-61	-4	4	-22

item	TDP2 inh	PLCg1 inh	LEDGF integ inh	KLK7 zymogen act	Tn6 DDE FP
1	-1	0	1	0.2	-3
2	0	5	1	-0.5	-1
3	-4	0	-2	0.4	-2
4	-15	-149	1	-13	5
5	3	3	0	-0.5	-5
6	-7	0	1	-0.7	-6
7	-7	-3	-2	0.6	10
8	-5	1	1	0.9	6
9	-9	-51	-1	0.8	-5
10	3	1	2	0.4	5
11	-4	-10	-7	-0.2	1
12	-7	3	1	0.0	12
13	0	4	0	0.7	3
14	-3	1	1	0.0	1
15	-1	-188	-1	0.5	1

Entries of single compounds, quoted from the list. Order of screens: ASAP1 GAP inh, ADAM10 inh, ARFGAP1 inhibitor, DDE Tn7 FP inh, ADAM17 inh, TDP2 inh, PLCg1 inh, LEDGF integ inh, KLK7 zymogen act, Tn6 DDE FP
`O=C(Nc1ccnn1C1CCN(C2CCCC2)CC1)c1ccccc1` is entered as -2, 9, 2, -1, 4, -7, 0, 1, -0.7, -6
`COC(=O)C1=C(C)N(Cc2ccccc2C(F)(F)F)C(=NCc2ccccc2C(F)(F)F)NC1c1ccc(C(F)(F)F)cc1` (stereo not drawn) is entered as -4, -8, -3, 4, -2, 3, 1, 2, 0.4, 5
`COCCN1C(=O)C(O)=C(C(=O)c2ccco2)C1c1cccc(Oc2ccccc2)c1` (stereo not drawn) is entered as 3, 9, 2, 8, -2, -4, -10, -7, -0.2, 1
`COC(=O)C1C2OC(C(Br)C2Br)C1C(=O)OC` (stereo not drawn) is entered as 9, 2, 11, -1, 1, -5, 1, 1, 0.9, 6
`S=C(NCCOCCOCCNC(=S)Nc1ccccc1)Nc1ccccc1` is entered as -5, -9, 11, -2, -3, -7, 3, 1, 0.0, 12

(cont.)
item	SMILES	ASAP1 GAP inh	ADAM10 inh	ARFGAP1 inhibitor	DDE Tn7 FP inh	ADAM17 inh
16	COc1ccc(N(CC(=O)N2CCN(c3ccccc3)CC2)S(=O)(=O)c2c(C)noc2C)cc1	6	1	-3	-2	1
17	Cc1nc(C)n(CCNC(=O)c2ccco2)n1	4	0	-9	3	0
18	CCNc1nc(NC(C)C)nc(OCCNS(=O)(=O)c2cc(C)ccc2C)n1	3	-1	12	-4	-1
19	C#CCN1C(=O)S/C(=C\c2ccc(-c3ccc(C(=O)O)cc3C)o2)C1=O	-9	-14	-7	0	-9
20	O=C(NCn1ccc(=O)[nH]c1=S)c1ccccc1	12	-6	-6	-1	-2
21	COc1ccccc1NS(=O)(=O)c1cc(NC(=O)C2CCCC2)ccc1N1CCOCC1	11	-5	-11	9	-7
22	CCC(C)C(NC(=O)OCc1ccccc1)C(=O)NC(Cc1ccc(O)cc1)C(=O)OC (stereo not drawn)	-9	4	6	-3	-3
23	NNC(=O)COc1cccc(C(F)(F)F)c1	4	-12	-3	-5	-3
24	O=C(Nc1cnc2ccccn2c1=O)c1ccc(Cl)cc1Cl	-10	-10	-2	-4	-1
25	O=C(c1cccs1)N1CC=C(c2ccccc2)CC1	5	-17	-10	-2	-3
26	C=CCOc1ccccc1CN1CCC(Oc2ccc(C(=O)N3CCCCC3)cc2)CC1	-20	-7	-5	4	-4
27	Cc1ccccc1-c1nc(NC(C)C)nc2cc(-c3ccccc3)sc12	13	-47	5	5	-12
28	COc1cccc(OCC(=O)NC2CCCCC2)c1	1	1	9	7	-1
29	CC(OC(=O)c1ccccn1)C(=O)Nc1ccc2c(c1)OCCO2 (stereo not drawn)	-10	-5	13	-6	-3
30	CCCCn1c(=O)[nH]c(=O)c2c1nc(-c1ccc(-c3ccccc3Br)o1)n2CCOC	12	-28	-3	-5	-7

item	TDP2 inh	PLCg1 inh	LEDGF integ inh	KLK7 zymogen act	Tn6 DDE FP
16	-2	0	-1	0.8	-7
17	0	6	4	-0.2	-3
18	13	1	-2	-0.1	-4
19	2	-118	9	0.3	1
20	-11	-2	-2	-0.1	7
21	-10	1	1	0.2	-6
22	-4	0	-2	-0.8	-5
23	-2	0	3	0.2	-4
24	-4	-4	-2	0.5	-1
25	1	-1	-2	-0.6	-6
26	-13	0	-4	0.5	6
27	-1	-19	3	-8.5	-3
28	-2	2	-6	0.4	9
29	5	4	-1	0.0	-4
30	-11	-4	2	-1.0	2

item	SMILES	ASAP1 GAP inh	ADAM10 inh	ARFGAP1 inhibitor	DDE Tn7 FP inh	ADAM17 inh
31	C[C@H]1CN([C@@H](C)CO)C(=O)c2cc(-c3cccc(C#N)c3)cnc2O[C@H]1CN(C)C(=O)c1ccccn1	-11	1	-3	6	0
32	O=C(c1ccc(-n2cnnn2)cc1)N1CCOCC1	3	-16	1	5	2
33	CCOC(=O)C(C(=O)OCC)C(=O)c1cccc2ccc3ccccc3c12	-7	-10	10	-3	-7
34	O=C(CSc1nnc(-c2cccs2)n1CC1CCCO1)c1cc2ccccc2o1 (stereo not drawn)	-2	-6	10	1	-8
35	CCOC(=O)c1nc(C)n(-c2cc(OC)c(Cl)cc2Cl)n1	0	5	-1	-3	2
36	C[C@H]1CN([C@@H](C)CO)C(=O)c2cc(C#CC3CCCC3)cnc2O[C@H]1CN(C)C(=O)Cc1ccccn1	14	-12	-8	-12	2
37	O=C(NNC(=O)c1ccc2nc[nH]c2c1)c1ccccc1	-4	-12	10	1	-5
38	Cc1cc2c(cc(C(=O)OC(C(=O)NC3CCCCC3)C(C)C)n2C)o1 (stereo not drawn)	-10	-5	-7	-1	0
39	COc1cccc(CN2CCC(C(=O)N3CCN(c4ccccc4F)CC3)CC2)c1	1	-5	-4	-3	-2
40	CN(CCc1ccccc1)C(=O)c1ccc(NC(=O)Cc2ccc(NC(=O)C3CCN(C(=O)C4CCCCC4)CC3)cc2)cc1	-1	-7	0	9	1
41	CCN1CCN(c2cc(-c3ccccc3)nc3cc(-c4cccc(F)c4)nn23)CC1	7	-305	4	-4	-120
42	CCOC(=O)N1CCN(C(=O)CSc2nnc(CNC(=O)c3c(F)cccc3Cl)o2)CC1	1	10	0	3	0
43	Cc1cc(=O)oc2cc(OCc3ccc(S(=O)(=O)N4CCOCC4)cc3)ccc12	-4	-39	-4	-8	-17
44	O=C1C2C3C=CC(C3)C2C(=O)N1CN(Cc1ccccc1)CN1C(=O)C2C3C=CC(C3)C2C1=O (stereo not drawn)	-22	-2	9	4	-2
45	O=C(CCC(=O)n1ncc2ccccc21)NCc1ccc(F)cc1	0	-13	-15	4	-5
46	CCN(CC)S(=O)(=O)c1ccc(N2CCOCC2)c(NC(=O)c2cc(=O)[nH]c3ccccc23)c1	1	-2	0	-5	-2
47	COc1ccccc1C(=O)NCCSCc1ccccc1Cl	-9	2	4	-4	2

item	TDP2 inh	PLCg1 inh	LEDGF integ inh	KLK7 zymogen act	Tn6 DDE FP
31	4	0	-6	0.4	3
32	-3	1	-2	-0.5	-13
33	-13	-3	-3	-1.6	6
34	-7	-18	0	0.4	-10
35	-1	6	5	0.1	-2
36	-11	4	6	-0.8	5
37	1	4	-3	0.3	-1
38	3	4	-1	0.1	-7
39	-5	-3	-3	0.2	0
40	-11	1	-8	0.4	0
41	-1	i	7	-18	-2
42	-4	5	0	-0.2	7
43	10	-7	-1	-0.4	3
44	-9	0	-1	-0.1	10
45	3	1	1	0.0	7
46	-1	0	2	0.0	-1
47	-13	3	4	-0.1	-2

Screening data from PubChem BioAssay.
